BAZ2B inh – inhibitors of human BAZ2B bromodomain; Q9UIF8; AlphaScreen BAZ2B-H3K14Ac peptide displacement; Potency, µM (titrated, usually from 114 µM), inactives show top-dose activity change, negative = inhibition, actives largely listed as inhibitors; 360,000 tested, 4.4% active; AID 504333; also: potency is read from the fitted curve at half-maximal effect; % is scaled to controls: 0 for no effect and ±100 for the full control effect; nearly all actives have a fitted effect of over 60% in size
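In this displacement format the biotinylated H3(5-23) peptide acetylated at Lys14 serves as ligand at 50 nM, with BAZ2B at 50 nM in PBS pH 7.4 containing 0.01% Tween-20. Donor and acceptor beads are 10 ug/mL final.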
HP1b binding inh – HP1-beta chromodomain-methylated histone interaction inhibition; P83916; AlphaScreen HP1-beta / biotin-H3K9me3 peptide binding; Potency, µM (series often up to 114 µM), for the others: at the top dose activity change, negative = inhibition, most hits filed as inhibitors; 390,000 tested, 0.56% active; AID 540317; also: potency is read from the fitted curve at half-maximal effect; nearly all actives have a fitted effect of over 70% in size; inactives centre near 23
Target sequence (P83916 whole entry, looked up): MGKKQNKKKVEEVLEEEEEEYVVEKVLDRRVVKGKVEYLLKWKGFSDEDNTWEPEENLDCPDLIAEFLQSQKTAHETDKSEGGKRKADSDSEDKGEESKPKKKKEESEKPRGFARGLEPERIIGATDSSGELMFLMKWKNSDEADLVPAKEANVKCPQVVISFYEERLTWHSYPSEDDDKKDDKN
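Compound inhibition of the preformed complex between 50 nM HP1-beta and 50 nM biotinylated H3K9me3 peptide was read by AlphaScreen. Buffer was PBS pH 7.4 with 0.01% Tween-20. Incubations ran 30 min at room temperature, with 10 ug/mL donor/acceptor beads.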
Pin1 inhibitor – human Pin1 inhibition; 390,000 tested, 0.009% active; Q13526; Potency, µM (series often up to 115 µM), for inactives: at the highest dose activity, negative = inhibition, most hits filed as inhibitors; Pin1 FP peptide displacement, HiFluor488, 10 min; AID 504891; active = well fitted inhibition curve with a large enough effect in the polarisation, with a control signal flat, not every such curve was filed as active; inconclusive = small, poorly fitted or top-dose-only effect, or effect the other way, or a change in a side signal; inactive = no such curve, though single readings can be large or run the other way; the % refers to the polarisation; also: potency is read from the fitted curve at half-maximal effect; % is scaled to controls: 0 for no effect and ±100 for the full control effect
Target sequence (Q13526 whole entry, looked up): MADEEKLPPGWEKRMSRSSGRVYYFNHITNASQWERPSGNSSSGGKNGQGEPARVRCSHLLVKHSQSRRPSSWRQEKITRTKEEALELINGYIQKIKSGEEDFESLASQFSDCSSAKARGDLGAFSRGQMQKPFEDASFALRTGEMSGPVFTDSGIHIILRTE
G9a block – G9a (human) methyltransferase inhibition; Potency, µM (doses to about 102 µM), inactives show at the highest dose activity, negative = inhibition, usual class: inhibitors; G9a H3K9 monomethylation, AlphaScreen, 2 h; 350,000 tested, 8.8% active; Q96KQ7; also: potency is read from the fitted curve at half-maximal effect; % is scaled to controls: 0 for no effect and ±100 for the full control effect; nearly all actives have a fitted effect of over 75% in size
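G9a (20 nM) was preincubated 15 min with compound, then reacted 2 h at room temperature with 500 nM biotin-H3K9 peptide and 20 µM SAM. Monomethyl-H3K9 detected by AlphaScreen using anti-H3K9me1 antibody.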
Pol eta inh – blocks human DNA polymerase eta activity; Q9Y253; recombinant Pol eta, fluorescent DNA replication assay; Potency, µM (series often up to 114 µM), for the others: at the top dose activity change, negative = inhibition, usual class: inhibitors; 390,000 tested, 1.2% active; also: potency is read from the fitted curve at half-maximal effect; % is scaled to controls: 0 for no effect and ±100 for the full control effect
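Pol eta (10 nM) was preincubated with compounds for 15 min at room temperature, after which fluorescent replication substrate (50 nM final) was added to start the reaction. Fluorescence was read kinetically at 0 and 10 min.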
JMJD2A Tudor – inhibitors of human JMJD2A Tudor domain | AlphaScreen JMJD2A-Tudor / H3K4me3 peptide binding | AID 504339 | 390,000 tested, 4.4% active | Potency, µM (highest dose often 114 µM), inactives show top-dose activity change, negative = inhibition, most hits filed as inhibitors; also: potency is read from the fitted curve at half-maximal effect; % is scaled to controls: 0 for no effect and ±100 for the full control effect; nearly all actives have a fitted effect of over 50% in size
PGK inhibitor – T. brucei PGK inhibition; PGK/GAPDH coupled, Kinase-Glo luminescence, 60 min; 380,000 tested, 0.043% active; P07378; AID 602233; Potency, µM (series often up to 57.5 µM), without a hit: at the top dose activity change, negative = inhibition, most hits filed as inhibitors; also: potency is read from the fitted curve at half-maximal effect; % is scaled to controls: 0 for no effect and ±100 for the full control effect; nearly all actives have a fitted effect of over 60% in size
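Recombinant glycosomal PGK reaction used 1,3-bisphosphoglycerate generated in-well by GAPDH (100nM final) in 100mM TEA pH 7.6, 5mM MgCl2, 0.01% Tween-20. After 60 minutes at room temperature, ATP was read by Kinase-Glo Plus luminescence end-point.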
PI4K2A inh – inhibitors of human PI4K2A; purified PI4K2A, ADP-Glo luminescence, 1 h; active compounds read low; activity change, negative = inhibition, % at 76.9 µM; 420,000 tested, 0.13% active; AID 1346378; in the data active = activity change below about -50%; inconclusive = mostly about -30% to -49%;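 also: -100% = wells without enzyme as full effect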
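In this quantitative HTS, ADP production by PI4K2A was quantified luminescently after 1 h at ambient temperature; 100 microM adenosine served as plate-quality control.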
GLS inhibitor – blocks human kidney-isoform glutaminase activity | O94925 | GLS enzymatic activity, qHTS titration | Potency, µM (doses to about 45.5 µM), for the others: top-dose activity change, negative = inhibition, usual class: inhibitors | 410,000 tested, 0.21% active; also: potency is read from the fitted curve at half-maximal effect; % is scaled to controls: 0 for no effect and ±100 for the full control effect
Target sequence (O94925 whole entry, looked up, canonical isoform): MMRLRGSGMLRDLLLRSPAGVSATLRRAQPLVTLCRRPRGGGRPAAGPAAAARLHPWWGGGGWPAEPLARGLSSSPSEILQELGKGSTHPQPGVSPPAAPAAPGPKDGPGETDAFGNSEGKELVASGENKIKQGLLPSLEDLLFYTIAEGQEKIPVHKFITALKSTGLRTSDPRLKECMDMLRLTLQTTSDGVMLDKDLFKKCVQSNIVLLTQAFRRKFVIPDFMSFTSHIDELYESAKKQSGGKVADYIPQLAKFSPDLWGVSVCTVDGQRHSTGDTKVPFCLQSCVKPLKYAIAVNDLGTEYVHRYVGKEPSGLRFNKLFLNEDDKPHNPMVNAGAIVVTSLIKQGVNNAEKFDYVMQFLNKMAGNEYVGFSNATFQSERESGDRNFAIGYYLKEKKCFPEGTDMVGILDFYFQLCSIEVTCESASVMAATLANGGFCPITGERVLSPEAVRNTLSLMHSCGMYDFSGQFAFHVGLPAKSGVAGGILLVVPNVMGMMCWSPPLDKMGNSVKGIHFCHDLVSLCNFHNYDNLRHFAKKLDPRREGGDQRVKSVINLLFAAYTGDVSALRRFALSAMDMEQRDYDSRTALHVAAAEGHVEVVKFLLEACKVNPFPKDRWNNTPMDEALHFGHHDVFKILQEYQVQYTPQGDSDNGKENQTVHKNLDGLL
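Human kidney-isoform GLS in 45 mM KH2PO4 pH 8.2, 0.02% Tween-20, with compound, started with 1mM L-Glutamine (added stock). Glutamate oxidase/HRP/Amplex red coupled fluorescence read at start and after 30 min at RT.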
Active calls of the source: *; i = inactive; ? = inconclusive; . = no result given; [ ] = another dose, or the depositor's remark. Unless noted, calls follow the shape of the dose curve; as a rule, active = well fitted curve in the direction sought with a large enough effect; inconclusive = small, poorly fitted or top-dose-only effect, or another doubt; inactive = no such curve, though single readings can be large; an effect the other way counts as inactive or inconclusive. Not all compounds are listed (hit frequency here may not be typical).

SMILES	BAZ2B inh	HP1b binding inh	Pin1 inhibitor	G9a block	Pol eta inh	JMJD2A Tudor	PGK inhibitor	PI4K2A inh	GLS inhibitor
CSC(=S)N/N=C/c1ccccc1	13µM*	-4%	-1%	-1%	-7%	?	-2%	5	-7%
COC(=O)c1cc(Br)ccc1OC(=O)c1cccnc1	1%	49%[activator]	-18%	-4%	-3%	-3%	1%	4	0%
Cc1cc(=O)[nH]c(SCC(=O)Nc2ccc(S(N)(=O)=O)cc2)n1	-21%	23%	5%	?	20µM*	-35%	-3%	0	?
O=C(NCCN1CCCCC1)c1cc2ccccc2[nH]1	-1%	38%	2%	?	-3%	-12%	1%	-6	25%
Cc1ccccc1CN1CCSc2sccc2C1=O	-13%	37%[activator]	2%	10%	-4%	3%	0%	-1	-3%
Cc1ccc(N2CCN(CC3CC=CCC3)CC2)cc1 (stereo not given)	?	?	-3%	-12%[59 µM]	-7%	?	-4%	-4	12%
CN(CC(=O)Nc1ccc(S(=O)(=O)N2CCCC2)cc1)Cc1ccc(Cl)c(Cl)c1	-6%	23%	29%	-2%[59 µM]	-27%	-20%	-1%	1	1%
COc1ccc(N(CC(=O)O)S(=O)(=O)c2ccc(OC)c(OC)c2)cc1	?	45%[activator]	-14%	-39%[59 µM]	-12%	-5%	4%	-3	-12%
NC(=O)c1ccsc1NC(=O)CSc1nncs1	-2%	32%	14%	-27%	?	-3%	-1%	31	1%
COc1ccccc1OCc1ccc(C(=O)NN)cc1	7%	31%	2%	-4%[59 µM]	-20%	-18%	-4%	-5	-13%
COc1ccc(S(=O)(=O)N2CCCOC2CNC(=O)C(=O)NCc2ccco2)cc1 (stereo not given)	-11%	30%	-1%	-31%	-7%	0%	3%	0	8%
Cc1ccc(CNC(=O)c2cccc3c2C(=O)c2ccc(N4CCCCC4)cc2S3(=O)=O)cc1	11%	19%	?	13%[2.33 µM]	-20%	-17%	-12%	-4	3%
COc1ccc(-n2cc3c(-c4cccc(Br)c4)nnc(C)c3n2)cc1	-35%	2%	?	2%[59 µM]	-17%	?	0%	-3	6%
C=CCn1c(Cc2cccs2)nnc1SC/C=C/c1ccccc1	-6%	32%	0%	-47%	-9%	-13%	-10%	3	-14%
O=C(CCC(=O)c1ccccc1)Nc1ccccc1OC(F)F	6%	44%[activator]	-9%	-7%	-22%	-2%	6%	5	-28%
O=C(NCc1ccccc1)N1CCC(CO)(Cc2cccc(F)c2)CC1	-1%	36%[activator]	-9%	-1%	-19%	9%	-4%	3	1%
c1ccc(C2CCC(N3CCN(c4ccccc4)CC3)CC2)cc1 (stereo not given)	?	2%	-12%	56µM*	-8%	?	i	8	0%
c1coc(-c2cnc3ccccc3n2)c1	.	.	.	.	-13%	.	-5%	-12	1%
COc1ccc(-n2c(C)cc(-c3csc(NC(=O)c4ccc(S(=O)(=O)N(C)C)cc4)n3)c2C)cc1	-1%	-1%	30%	20%[59 µM]	-19%	-22%	-11%	-10	-3%
COc1ccc(-c2ccc(CN3C(CC(C)C)C(=O)N(Cc4cn(CC5CCCCC5)nn4)CCS3(=O)=O)cc2)cn1 (stereo not given)	.	.	.	.	-28%	.	2%	-2	-1%
CCCCN(CC)CCCNC(=O)c1cc2c(=O)n(C)c3ccccc3c2n1C	8%	29%	0%	-6%[59 µM]	-15%	-24%	-8%	12	2%
O=C(NCc1ccc(Cl)cc1)Nc1ccc(F)cc1	1%	24%	-12%	-3%	0%	-15%	-5%	3	-10%
CCOC(=O)c1c(-c2ccccc2)oc2ccc(O)c(CN3CCCC3)c12	-30%	10%	3%	45µM*	9%	-11%	0%	7	.
O=C(Nc1ccccc1)C1CCN(S(=O)(=O)c2cccs2)CC1	-1%	32%	-4%	-3%[59 µM]	-11%	4%	-9%	1	-3%
COc1ccc([C@H]2CC(=O)C=C(c3ccc4cc[nH]c4c3)C2)cc1	-25%	28%	-3%	1%[0.501 µM]	-7%	?	i	-4	-1%

Remaining list, next part.
SMILES	BAZ2B inh	HP1b binding inh	Pin1 inhibitor	G9a block	Pol eta inh	JMJD2A Tudor	PGK inhibitor	PI4K2A inh	GLS inhibitor
COc1ccc(-c2cc(C(F)(F)F)nc(S(=O)(=O)CCCC(=O)Nc3cc(C)on3)n2)cc1OC	2%	65%[activator]	2%	-32%	?	9%	0%	2	0%
O=C(OCc1c(-c2ccccc2)ncc2ccccc12)c1ccc(C(F)(F)F)cc1	.	24%	1%	.	-20%	-6%	8%	-3	0%
COc1ccccc1OCCn1cc(C(=O)c2cccs2)c2ccccc21	0%	17%	0%	6%[59 µM]	-12%	-12%	-11%	-2	4%
CCC(=O)N1CCc2cc(Br)cc(S(=O)(=O)CCC(=O)N3CCN(c4ccc(F)cc4)CC3)c21	3%	37%	5%	8%[59 µM]	-12%	-17%	i	-2	5%
O=C(COC(=O)c1ncc(Cl)c(Cl)c1Cl)c1ccc(Cl)s1	53%[activator]	65%[activator]	27%	21%[59 µM]	-7%	-12%	-8%	1	6%
N[C@@H](Cc1ccccc1)C(=O)N1CCC(C(=O)N[C@@H](Cc2c[nH]c3ccccc23)C(=O)O)CC1	-8%	16%	-4%	?	-9%	-14%	1%	4	9%
CC(C)[C@H](NC(=O)N1CC(=O)Nc2ccccc21)C(=O)N[C@H](Cc1c[nH]c2ccccc12)C(=O)O	-7%	28%	-22%	10%[12.7 µM]	3%	-18%	-2%	-5	17%
CCOc1ccc(NC(=O)CSc2nnc(C3CC3)n2C)cc1S(=O)(=O)N1CCCCC1	14%	25%	-1%	14%[12.7 µM]	-22%	0%	-6%	4	-8%
CC(=O)N1CCCc2cc(S(=O)(=O)N3CCC(C(=O)NC4CCCCC4)CC3)ccc21	5%	15%[57 µM]	?	15%[59 µM]	-15%	-8%	9%	0	8%
O=C(COC(=O)C1=COCCO1)Nc1ccc(Br)cc1Br	.	24%	-5%	.	-16%	-3%	11%	-1	6%
Cc1ccc(S(=O)(=O)CNC(=O)c2ccccc2)cc1	-34%	66%[activator]	-1%	?	-9%	1%	0%	0	-1%
O=C(COc1ccc(S(=O)(=O)N2CCOCC2)cc1)Nc1ccc(Cl)c(C(F)(F)F)c1	6%	11%	-1%	3%[59 µM]	-9%	-21%	-1%	0	15%
CCCn1c(CNC(=O)c2cccs2)nc2ccccc21	3%	40%[activator]	4%	23%	-3%	-7%	-11%	-2	0%
COc1ccc(C(=O)c2coc3ccc(O)c(CN4CCCC4)c23)cc1	9%	12%	-11%	?	-9%	-15%	-8%	-1	-8%
COc1ccc(-c2ccnc(SCC(=O)Nc3ccccn3)n2)cc1	6%	31%	0%	6%[59 µM]	-6%	-15%	-1%	-1	-10%
N#Cc1c(N2CCOCC2)nsc1-c1ccccc1	15%	52%[activator]	2%	.	-14%	16%	i	0	-5%
O=C(CN1CCCCCC1)Nc1ccc(Oc2ccccc2)cc1	14%	30%	-8%	?	-14%	-15%	0%	-1	21%
COc1ccc(NC(=O)CSc2nnnn2-c2ccccc2F)cc1	-9%	20%	-7%	?	5%	-11%	-8%	-2	0%
Cc1cccc(CSc2ncc(Cl)c(C(=O)Nc3sc4c(c3C(N)=O)CCCC4)n2)c1	-2%	36%	-8%	3%[59 µM]	-6%	2%	-7%	-2	-3%
CCOc1ccc(S(=O)(=O)Nc2cccc(C(=O)NCC(c3ccco3)N(C)C)c2)cc1 (stereo not given)	?	19%	0%	6%[0.501 µM]	0%	-21%	-6%	-6	6%
CCOc1cc(/C=C2\C(=N)N3N=C(C)SC3=NC2=O)ccc1OCCOc1ccccc1	-2%	38%[activator]	-2%	-12%	-21%	-1%	-7%	-7	-5%
CCCC(=O)n1nc(-c2ccccc2)nc1SC	58%[activator]	120%[activator]	3%	1.1µM*	-5%	27%	-4%	11	0%
Cc1nn(C)c2c1c(-c1ccccc1)cc(=O)n2Cc1ccc(F)cc1Cl	28%	91%[activator]	-1%	30%[activator][59 µM]	-6%	49%[activator]	8%	0	6%
COc1cc2[nH]c(=O)n(CCCCCC(=O)N3CCN(c4ccc(Cl)cc4)CC3)c(=O)c2cc1OC	4%	35%	47%[activator]	8%[59 µM]	-5%	-11%	i	-1	7%
COc1ccc(Cl)cc1NC(=O)c1sc2nc3c(cc2c1N)CN(C)CC3	-15%	16%	2%	?	-19%	-8%	-3%	4	-8%
O=C(O)CCCC(=O)Nc1nc(-c2ccc(F)cc2)cs1	26%	35%	3%	-17%[59 µM]	-9%	-6%	i	-14	-4%
CC(C)(C)N(Cc1ccccc1)C(=O)CSc1nnc(CNc2ccc(F)cc2)o1	?	6%	0%	?	?	-29%	0%	0	15%
Cc1cccc(C(=O)NN2C(=O)C3C(c4ccccc4)C=CC(c4ccccc4)C3C2=O)c1 (stereo not given)	10%[57.1 µM]	23%	11%	41%	-7%	-13%	-6%	2	-1%
O=C(Nc1ccc(F)c(F)c1)c1ccccc1	-2%	53%[activator]	-7%	0%[12.7 µM]	-19%	7%	3%	-3	4%
O=C(Nc1ccccc1N1CCOCC1)c1ccc([N+](=O)[O-])o1	-16%	5%	-2%	59%[activator]	-14%	-15%	-2%	2	7%

At a glance, some entries already given:
SMILES	BAZ2B inh	HP1b binding inh	Pin1 inhibitor	G9a block	Pol eta inh	JMJD2A Tudor	PGK inhibitor	PI4K2A inh	GLS inhibitor
Cc1cccc(C(=O)NN2C(=O)C3C(c4ccccc4)C=CC(c4ccccc4)C3C2=O)c1 (stereo not given)	10%[57.1 µM]	23%	11%	41%	-7%	-13%	-6%	2	-1%
O=C(Nc1ccc(F)c(F)c1)c1ccccc1	-2%	53%[activator]	-7%	0%[12.7 µM]	-19%	7%	3%	-3	4%
O=C(Nc1ccccc1N1CCOCC1)c1ccc([N+](=O)[O-])o1	-16%	5%	-2%	59%[activator]	-14%	-15%	-2%	2	7%

Bioassay records (PubChem)
